FEN1 inhibitor: qHTS Assay for the Inhibitors of Human Flap endonuclease 1 (FEN1); P39748; Recombinant FEN1 flap cleavage, fluorescence, 15 min; Potency, µM (titrated, usually from 114 µM), without a hit: at the highest dose activity change, negative = inhibition, actives largely listed as inhibitors; 390,000 compounds, 0.35% hits; AID 588795, 2011; also: nearly all actives have a fitted effect of over 65% in size
Target sequence (P39748 whole entry, looked up): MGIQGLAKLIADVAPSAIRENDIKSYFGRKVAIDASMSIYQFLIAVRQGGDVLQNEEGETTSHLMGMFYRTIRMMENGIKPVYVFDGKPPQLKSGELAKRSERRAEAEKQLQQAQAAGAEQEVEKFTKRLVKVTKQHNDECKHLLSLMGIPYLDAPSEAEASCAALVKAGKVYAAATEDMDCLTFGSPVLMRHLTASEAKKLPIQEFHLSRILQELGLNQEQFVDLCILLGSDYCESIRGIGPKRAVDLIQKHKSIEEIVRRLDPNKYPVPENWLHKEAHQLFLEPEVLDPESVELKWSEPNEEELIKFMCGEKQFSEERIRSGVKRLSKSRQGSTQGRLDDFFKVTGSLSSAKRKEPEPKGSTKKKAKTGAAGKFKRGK
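Quantitative HTS format: each compound was titrated, incubated with 10 nM nuclease for 15 min at room temperature, then challenged with flap substrate at 50 nM final. Signal change over 15 min gave concentration–effect curves.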
N370S GC mod: qHTS Assay for Inhibitors and Activators of N370S glucocerebrosidase as a Potential Chaperone Treatment of Gaucher Disease; Lysosomal acid glucosylceramidase (Homo sapiens), P04062; N370S GC spleen homogenate, 4MU-glucoside fluorescence; Potency, µM (highest dose often 59.4 µM), for inactives: at the highest dose activity change, negative = inhibition, hits mostly inhibitors; 330,000 compounds, 0.092% hits; AID 2101, 2009;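 also: 0% = full enzyme activity and -100% = no enzyme basal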
TDP1 block: qHTS Assay for Inhibitors of Tyrosyl-DNA Phosphodiesterase (TDP1); Tyrosyl-DNA phosphodiesterase 1 (Homo sapiens), Q9NUW8; recombinant TDP1, AlphaScreen DNA substrate cleavage; Potency, µM (top dose mostly 130 µM), without a hit: top-dose activity change, negative = inhibition, usual class: inhibitors; 350,000 compounds, 0.28% hits; also: nearly all actives have a fitted effect of over 40% in size
Target sequence (Q9NUW8 whole entry, looked up): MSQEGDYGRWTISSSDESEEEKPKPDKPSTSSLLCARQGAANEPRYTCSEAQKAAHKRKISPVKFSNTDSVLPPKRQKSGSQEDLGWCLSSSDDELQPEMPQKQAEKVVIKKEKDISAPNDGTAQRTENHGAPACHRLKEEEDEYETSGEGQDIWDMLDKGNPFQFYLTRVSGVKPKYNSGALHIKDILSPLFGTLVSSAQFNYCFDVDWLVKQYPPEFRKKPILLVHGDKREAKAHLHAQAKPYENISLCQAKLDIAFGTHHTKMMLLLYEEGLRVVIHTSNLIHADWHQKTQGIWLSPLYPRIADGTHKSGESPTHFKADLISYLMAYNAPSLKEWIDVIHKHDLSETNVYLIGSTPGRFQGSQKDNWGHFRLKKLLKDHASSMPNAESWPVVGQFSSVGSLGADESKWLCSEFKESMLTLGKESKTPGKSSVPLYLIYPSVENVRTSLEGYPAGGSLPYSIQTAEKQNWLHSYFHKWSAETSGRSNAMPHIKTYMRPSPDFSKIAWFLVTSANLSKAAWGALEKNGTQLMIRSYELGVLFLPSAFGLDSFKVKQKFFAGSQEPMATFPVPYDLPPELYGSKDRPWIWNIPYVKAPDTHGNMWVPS
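Recombinant E. coli-expressed Tdp1 (1 nM) preincubated with compound 15 min at RT, then 5'-biotin/3'-phosphotyrosine-FITC DNA substrate (15 nM) added for 5 min. AlphaScreen beads (10 ug/ml) added, 10 min RT; tyrosine-FITC cleavage read as signal loss.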
Starred values were filed as active, the others as inactive; ? = inconclusive; nt = no result given; & = joins results of further samples; [ ] = another dose, or the depositor's remark. Calls follow the shape of the dose curve; as a rule, active = well fitted curve in the direction sought with a large enough effect; inconclusive = small, poorly fitted or top-dose-only effect, or another doubt; inactive = no such curve, though single readings can be large; an effect the other way counts as inactive or inconclusive. Unless noted, % is scaled to controls: 0 for no effect and ±100 for the full control effect; potency is read from the fitted curve at half-maximal effect.

canonical_smiles | FEN1 inhibitor | N370S GC mod | TDP1 block
Cc1ccc(S(=O)(=O)NCC(=O)NCC(=O)OC(C(=O)NC(N)=O)C(C)C)cc1C (stereo not drawn) | 16% | -1% | 3%
Cn1c(=O)[nH]c(=O)c2c1ncn2CCN1CCOCC1 | 2% | -7% | 7%
CCCc1nnc(-c2cc(OC)c(OC)c(OC)c2)o1 | 5% | -3% | 8%
CC(=O)Nc1nonc1-c1nnc(SCC(=O)Nc2ccc(C)cc2)n1-c1ccccc1 | -1% | nt | -4%
CCOc1cccc2cc(-c3nc4ccc(C(=O)O)cc4[nH]3)c(=O)oc12 | 1% | 2% | nt
CCOc1ccc(Nc2nnc(SCc3nc4ccccc4c(=O)[nH]3)s2)cc1 | -8% | -11% | nt
COCCn1c(C)cc(C(=O)COC(=O)c2cncc(Br)c2)c1C | 15% | 1% | -1%
O=C(CC1(C(F)(F)F)OCCO1)Nc1ccc2c(c1)OCO2 | -9% | -3% | -2%
O=C1CSC(=S)N1/N=C/c1cc(Br)ccc1O | nt | -9% | 10%
O=C(CSc1nnc(-c2ccco2)n1Cc1ccco1)NCc1ccccc1 | -1% | 4% | -5%
CCOC(=O)c1cnn(-c2cccc(Cl)c2)c1C1CCN(C(=O)OC(C)(C)C)CC1 | -4% | nt | 5%
COc1ccc2c(c1)C(C)=CC(C)(C)N2C(=O)Nc1ccccc1 | 2% | -11% | 6%
CCCCn1c(N)c(N(CCOC)C(=O)c2cc(-c3ccco3)nc3ccccc23)c(=O)[nH]c1=O | -19% | ? | nt
CCOC(=O)Cc1csc(NS(=O)(=O)c2ccc3ccccc3c2)n1 | -3% | 16% | -8%
O=c1ccnc(S/C=C/c2ccccc2)[nH]1 | 0% | -13% | 4%
Cc1ccc(C(=O)C(O)C(c2ccc(C)cc2)N2CCCCC2)cc1 (stereo not drawn) | 0% | 12% | 3%
Cc1c(CCC(=O)O)c(=O)oc2cc3occ(-c4ccc(Br)cc4)c3cc12 | ? | 0% | nt
Clc1ccc(Nc2nc3cccnc3s2)cc1 | -5% | -3% | 3%
CCN(CC(=O)Nc1ccccc1C(F)(F)F)C(=O)CSCC(=O)Nc1cc(C)on1 | -1% | -4% | -2%
Cc1cc(CNC(=O)C2CCC(=O)N(CCc3ccc(Cl)cc3)C2)no1 (stereo not drawn) | 10% | -2% | 5%
CCOCCCNC(=O)c1ccc(NC(=O)N2CCCCc3ccccc32)cc1 | 17% | nt | 3%
O=C(Cn1ncc2c([nH]c3ccccc32)c1=O)N1CCOCC1 | -3% | -16% | 4%
CCN(CC)C(=O)c1cnn(-c2ccccc2)c1NC(=O)c1cccs1 | -4% | -4% | 0%
COc1ccc(-c2ccc(OC(=O)NC3CCS(=O)(=O)C3)cc2)cc1 (stereo not drawn) | -19% | 13% | 6%
O=C(Nc1c2c(nn1-c1ccc(F)cc1)CS(=O)(=O)C2)C12CC3CC(CC(C3)C1)C2 | -4% | 4% | 4%
Cc1ccc(S(=O)(=O)/N=C(/NC(=S)Nc2ccccc2)c2ccccc2)cc1 | -17% | 9% | -1%
Cc1cc(=O)[nH]c(Cc2ccc(OC(C)C)cc2)n1 | 9% | -3% | 2%
CCn1c2ccc(/C(C)=N\O)cc2c2cc(/C(C)=N\O)ccc21 | 3% | 8% | 2%
O=c1c(Cl)nc2cc(Cl)ccc2n1CCNc1ncc(C(F)(F)F)cc1Cl | 7% | -8% | -2%
CC(C)CN1C(=O)C(=O)N(CC(=O)Nc2cccc(Cl)c2Cl)C1=O | -4% | nt | -4%

Continued:
canonical_smiles | FEN1 inhibitor | N370S GC mod | TDP1 block
CCOC(=O)c1cnc(-c2ccccc2)nc1Oc1ccc(Cl)c(Cl)c1 | 3% | -1% | 4%
O=C(OCCn1cncn1)c1cc2ccccc2oc1=O | -2% | 15% | -1%
COc1ccc(N2CCN(S(=O)(=O)c3c(C)[nH]c(=O)[nH]c3=O)CC2)cc1 | 19% | nt | -1%
NC(=O)c1sc2nc(-c3cccnc3)ccc2c1N | -12% | -5% | -3%
CN(C)S(=O)(=O)N1CCN(c2ccc([N+](=O)[O-])cc2)CC1 | 16% | -6% | 4%
CCCNC(=O)c1ccc(OC)cc1OC | 0% | 2% | 2%
CCOC(=O)c1c(C)[nH]c(CCC(=O)Nc2ccc(C)c(F)c2)c1C | 13% | nt | 5%
COC(=O)COc1cc(C)cc2oc(=O)c(CC(=O)OC)c(C)c12 | -3% | 23% | 3%
O=C1OC(c2ccc3c(c2)OCO3)N(C(=O)c2ccc(Cl)c(Cl)c2)c2ccccc21 (stereo not drawn) | 9% | 12% | 3%
OCC(O)C(O)C(O)C(O)C(O)CO (stereo not drawn) | nt | 1% | ?
Cc1cc(=O)c(C(=O)Nc2cccc(N3CCCC3=O)c2)nn1-c1ccccc1F | -2% | nt | 3%
CCCCOc1ccc(C2=NC(c3ccccc3)=Nc3ccc(OC)cc3N2)cc1 | 19% | nt | 0%
COc1ccc(C(=O)Nc2ccccc2N2CCOCC2)cc1[N+](=O)[O-] | -9% | 18% | 4%
O=C(CSc1nnc(Nc2ccccc2F)s1)c1cc2ccccc2o1 | -17% | 4% | 8%
COc1ccc(C(C#N)N2N=C(C)CC2(C)C)cc1OC (stereo not drawn) | -3% | 0% | -1%
c1ccc(CCc2ccccc2-c2nc(-c3ccccn3)no2)cc1 | -24% | 23% | -12%
Cc1ccsc1C(=O)Nc1ccc(OCc2ccccc2)cc1 | 19% | 1% | 1%
COc1cc([N+](=O)[O-])ccc1NC(=O)CN1CCOCC1 | -16% | 4% | 5%
Cc1cc(S(=O)(=O)NC2CCCCC2)ccc1OCC(=O)N1CCOCC1 | 18% | -6% | 5%
COC(=O)c1ccccc1NC(=O)Cn1c(=O)n(-c2ccc(Cl)cc2)c(=O)c2c(C)c(C)sc21 | -1% | nt | 0%
CN1/C(=C\C=C2/C(=O)Oc3ccccc3C2=O)C(C)(C)c2ccccc21 | 35µM* | -11% | 3%
COc1cccc(NC(=O)N(CCCN2CCOCC2)C(C)c2cc3cccc(OC)c3o2)c1 (stereo not drawn) | 3% | ? | -3%
Cc1ccc(C(C)C)c(OCC(=O)N/N=C/c2cccn2C)c1 | -15% | ? | nt
CCOc1cc(C2NN=C(c3ccccc3)S2)ccc1OCc1ccccc1Cl (stereo not drawn) | 1% | 2% | nt
CCN(CC)C(=O)c1[nH]cnc1C(=O)NCCCCCNC(=O)OC(C)(C)C | 13% | nt | 0%
Cc1ccc(NC(=O)C2CC(O)CN2C(=O)OCc2ccccc2)cc1C (stereo not drawn) | -2% | -2% | 3%
CC(C)c1ccc(NC(=O)Cn2c(=O)oc3cccnc32)cc1 | -16% | -2% | -6%
COc1ccc(OC)c(NC(=O)CC(NC(C)=O)c2ccccc2)c1 (stereo not drawn) | 1% | -5% | 5%
O=C(CN1C(=O)S/C(=C\C=C\c2ccccc2)C1=O)Nc1ccc(O)cc1 | -14% | 6% | -6%
CCOC(=O)c1c(S(=O)(=O)NCc2cccs2)c(C)n(C)c1C | -6% | 3% | 7%

Following part:
canonical_smiles | FEN1 inhibitor | N370S GC mod | TDP1 block
Cc1ccc(S(=O)(=O)Nc2ccc3c(c2)ncn3C(C)(C)C)cc1 | -5% | 4% | 6%
Cc1cc(C)cc(N(CC(=O)NC2CCCCC2)C(=O)CCC(=O)Nc2cc(C)ccn2)c1 | 2% | 8% | 3%
CC(=O)c1ccc(-c2ccc(C(=O)N3CCN(c4ccc(F)cc4)CC3)o2)cc1 | -11% | -6% | 8%
CCCCN(CC)C(=O)Nc1ccc2c(c1)N(C)C(=O)c1ccccc1S2 | -9% | nt | 11%
COc1ccccc1N1CCN(C2CCCN(C(=O)CCN3CCCCO3)C2)CC1 (stereo not drawn) | -11% | 1% | 5%
COC(=O)C1CCCN1S(=O)(=O)c1ccc2ccccc2c1 (stereo not drawn) | -10% | 9% | 1%
Cc1nnc(NC(=O)CCC(=O)N2CCC(C)CC2)s1 | -5% | 7% | 0%
COc1cccc(CNc2nc(Cl)nc3nc[nH]c23)c1 | 2%&5% | nt | 0%&0%
Cc1ccc(N=Cc2c(C)[nH]n(-c3nc4ccccc4[nH]3)c2=O)cc1 | 3% | 8% | 8%
CCOC(=O)Cc1cc(-c2ccc(F)cc2)nc2ccc3ccccc3c12 | 4% | 11% | -2%
CCOc1ccccc1Oc1nc(-c2ccccc2O)nc2ccccc12 | 6% | 8% | nt
CCOC(=O)C1=C(C)N(C[C@@H]2CC[C@@H](Cc3ccc(-c4ccccc4)cc3)O2)C(=O)NC1c1ccc(C(F)(F)F)cc1 (stereo partly drawn) | -24% | nt | 1%[56.1 µM]
CCOC(=O)Cc1csc(NC(=O)COc2cc(C)cc(C)c2)n1 | 11% | 0% | -1%
CCCCCCCCC(=O)N1CCN(c2cc3c(cc2F)c(=O)c(C(=O)O)cn3CC)CC1 | -4% | 1% | nt
Cc1ccc(CN2CCc3nc(N4CCN(c5ncccn5)CC4)ncc3C2)cc1 | -7% | nt | 6%
Cc1ccc2nc(Cl)c(/C=N/NC(=O)[C@H]3C[C@@H]3c3ccccc3)cc2c1 | -3% | 5% | 6%
CCOC(=O)N1CCN(C(=O)CS(=O)(=O)c2cn(Cc3ccccc3Cl)c3ccccc23)CC1 | -7% | -8% | 3%
O=C(CNS(=O)(=O)c1ccc2ccccc2c1)NCCc1ccccn1 | 7% | 1% | -5%
CCOc1ccc(-c2cc(NC(=O)c3ccccc3)c(C(=O)OC)s2)cc1 | -1% | nt | 5%
O=S(=O)(c1ccccc1)n1nc(-c2ccc(Cl)cc2)nc1NCc1ccc(F)cc1 | 2% | nt | -5%
CN1CCN(C(=S)c2ccc(OCC(=O)Nc3cccc(C(F)(F)F)c3)cc2)CC1 | -15% | -24% | 0%
CCCCNC(=O)c1cc(Sc2ccc(OCC)cc2)nc2ccccc12 | 1% | nt | 3%
CCOc1ccccc1NC(=O)c1ccc(F)c(S(=O)(=O)NCc2ccc3c(c2)OCO3)c1 | -1% | nt | 8%
CCn1c(CNC(=O)c2ccc(OC)cc2)nnc1SCC(=O)Nc1ccc(C)cc1 | -2% | nt | 6%
COc1ccc(S(=O)(=O)c2cnc3ccc(Cl)cc3c2N2CCCCC2C)cc1 (stereo not drawn) | -14% | nt | 3%
O=C(N/N=C/c1cccc(Br)c1)c1ccc(Br)cc1 | -22% | -4% | ?
O=C(Cn1cc(S(=O)(=O)N2CCN(c3ccccc3F)CC2)c2ccccc2c1=O)Nc1cccc(C(F)(F)F)c1 | -23% | nt | -2%[12.3 µM]
CCOC(=O)c1c(-c2ccccc2)nnn1-c1nc(OCC)nc(N2CCCCC2)n1 | -20% | ? | 3%
c1ccc(C[C@H]2CN=C(Nc3ccccc3)N2CCCC2CCCC2)cc1 | -15% | -13% | nt
COc1ccc(S(=O)(=O)N2CC3CCCN3c3ccc(C(F)(F)F)cc32)cc1 (stereo not drawn) | -13% | -4% | -1%

Quoted from the listing:
CCOC(=O)Cc1cc(-c2ccc(F)cc2)nc2ccc3ccccc3c12 in FEN1 inhibitor reads 4%
Cc1ccc(N=Cc2c(C)[nH]n(-c3nc4ccccc4[nH]3)c2=O)cc1 in FEN1 inhibitor reads 3%

(next part)
canonical_smiles | FEN1 inhibitor | N370S GC mod | TDP1 block
O=C1CC(N2CCN(c3ccc(Cl)cc3)CC2)C(=O)N1c1ccccc1 (stereo not drawn) | 2% | -4% | 3%
CC(C)(C)CC(C)(C)c1ccc(OCC(=O)N/N=C/c2ccc(S(=O)(=O)O)o2)cc1 | 2% | ? | nt
NC(=O)c1nsc(C(=O)N(c2cccc(F)c2)C(C(=O)NCC2CCCO2)c2cccs2)c1N (stereo not drawn) | -12% | 3% | -5%
Cc1cnc(NC(=O)CSc2nnc(CNc3ccc(F)cc3)n2CC2CCCO2)s1 (stereo not drawn) | -15% | 2% | 9%
N#C/C(=C\c1ccc[nH]1)Sc1nc2ccccc2s1 | -25% | 9% | 9%

Three entries from above, with values under each structure.
Below each compound: FEN1 inhibitor, N370S GC mod, TDP1 block
NC(=O)c1nsc(C(=O)N(c2cccc(F)c2)C(C(=O)NCC2CCCO2)c2cccs2)c1N (stereo not drawn)
  -12%, 3%, -5%
Cc1cnc(NC(=O)CSc2nnc(CNc3ccc(F)cc3)n2CC2CCCO2)s1 (stereo not drawn)
  -15%, 2%, 9%
N#C/C(=C\c1ccc[nH]1)Sc1nc2ccccc2s1
  -25%, 9%, 9%

Screening data: PubChem, National Center for Advancing Translational Sciences (NCATS)
